Assay outcomes (PubChem BioAssay)
Akt phos inh – Akt phosphorylation inhibition | activity change, % for hits at 50 µM | AID 651550 | Neuro2A IGF-stimulated pAkt S473 HTRF, 20 min; hits give low values | 0.32% of 360,000 active; in the data active means activity change below about -80%; inconclusive means mostly about -51% to -80%; further: on the % scale 0 is the no-effect control and ±100 the full control effect
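Single-point screen (50 µM final compound) in Neuro2A cells stimulated 20 min with 6 nM IGF at 37 deg C. After lysis, Ser473-phosphorylated Akt read by HTRF (ex 330 nm, em 615/665 nm) as the 665/615 ratio.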
aSyn rescue – inhibitors of alpha-synuclein toxicity in yeast. Potency, µM (series often up to 46.1 µM), for the others: top-dose growth rescue (activation), hits mostly activators. Yeast expressing alpha-synuclein, growth rescue, BacTiter-Glo, 24 h. 0.14% of 370,000 active. AID 652106; further: potency means the concentration at half of the fitted maximal effect; % of control where 0% means no effect; nearly all actives have a fitted effect of over 65% in size
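Screening used galactose-induced yeast with toxic alpha-synuclein levels, exposed to compound for 24 hr at 30 deg C. Cell growth, read with BacTiter-Glo luminescence, gave the measured signal.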
FUS suppressor – FUS proteinopathy suppression in yeast | S. cerevisiae FUS-expressing, growth rescue, OD600, 24 h | Potency, µM (highest dose often 76.6 µM), for the others: top-dose growth rescue (activation), usual class: activators | 0.24% of 390,000 active | AID 1347120;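 further: potency means the concentration at half of the fitted maximal effect; plate controls were DMSO vehicle for no effect and reference control for full effect; nearly all actives have a fitted effect of over 55% in size; some results filed as inactive show a strong effect at the top dose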
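S. cerevisiae expressing FUS from galactose induction served as the toxicity model. Growth after 24hr at 30C, read as absorbance at 600 nm, indicates suppression of toxicity; compounds dosed at several concentrations.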
GLP1R inv ag – GLP-1 receptor (human) inverse agonism. P43220. HEK293 GLP-1R CRE-luciferase, luminescence, 24 h; GLP-1R form is constitutively active. Potency, µM (doses to about 38.3 µM), without a hit: at the highest dose activity change, negative = inhibition, hits mostly inhibitors. 1.6% of 410,000 active; further: potency means the concentration at half of the fitted maximal effect; on the % scale 0 is the no-effect control and ±100 the full control effect; nearly all actives have a fitted effect of over 55% in size
Target sequence (P43220 whole entry, looked up): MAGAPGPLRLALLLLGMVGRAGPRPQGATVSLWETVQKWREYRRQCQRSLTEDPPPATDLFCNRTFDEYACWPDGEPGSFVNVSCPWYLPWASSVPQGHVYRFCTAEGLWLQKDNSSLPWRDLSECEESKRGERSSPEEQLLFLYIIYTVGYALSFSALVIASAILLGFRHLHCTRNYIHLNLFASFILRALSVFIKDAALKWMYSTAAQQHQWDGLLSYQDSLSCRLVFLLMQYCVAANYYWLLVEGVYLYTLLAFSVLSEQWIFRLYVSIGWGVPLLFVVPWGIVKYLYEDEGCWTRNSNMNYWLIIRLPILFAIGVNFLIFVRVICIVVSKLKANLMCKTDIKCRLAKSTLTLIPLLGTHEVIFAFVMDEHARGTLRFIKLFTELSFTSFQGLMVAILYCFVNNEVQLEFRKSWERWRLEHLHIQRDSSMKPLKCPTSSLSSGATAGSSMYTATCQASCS
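Constitutively active GLP-1R drives a cAMP-responsive luciferase in stably transfected HEK293 cells; test compounds are added after overnight (12 h) attachment and left 24 hr, and signal loss in luminescence marks inhibition.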
Abeta yeast res – compounds reversing amyloid beta toxicity in yeast; 0.063% of 410,000 active; AID 1347071; Potency, µM (top dose mostly 46.1 µM), without a hit: top-dose growth rescue, hits mostly activators; yeast expressing A-beta42, growth rescue, OD600, 48 h; response scale: 0% DMSO, 100% iron-clioquinol control; further: potency means the concentration at half of the fitted maximal effect; nearly all actives have a fitted effect of over 55% in size
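Growth rescue measured by 600 nm absorbance after 48 h yeast culture at 30 C with compound. Values normalized between DMSO and an equimolar ferric chloride plus clioquinol control.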
D3 antag – antagonists of human D3 dopamine receptor; P35462; D3R cells, DiscoveRx beta-arrestin luminescence, antagonist mode; hits give low values; max response, negative = inhibition, %; 2.5% of 360,000 active; in the data active means max response below about -50%; inconclusive means no clear call, values can overlap the other calls; further: on the % scale 0 is the no-effect control and ±100 the full control effect; mostly tested at two doses, the higher about 12 µM
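Cells expressing the human receptor were seeded at 1500 cells/well, incubated overnight at 37 degrees C in 5% CO2, then exposed to library compounds with dopamine controls for 90 minutes at 37 degrees C before luminescent detection.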
PTHR1 ag – activates the human parathyroid hormone receptor PTHR1. Q03431. 0.075% of 410,000 active. HEK293 GP2 PTHR1 cells, GloSensor cAMP luminescence, 1 h. Potency, µM (doses to about 115 µM), without a hit: at the highest dose activation, usual class: activators; further: potency means the concentration at half of the fitted maximal effect; nearly all actives have a fitted effect of over 55% in size; some results filed as inactive show a strong effect at the top dose; inactives centre near -15; many of its hits are not listed in these tables
Target sequence (Q03431 whole entry, looked up): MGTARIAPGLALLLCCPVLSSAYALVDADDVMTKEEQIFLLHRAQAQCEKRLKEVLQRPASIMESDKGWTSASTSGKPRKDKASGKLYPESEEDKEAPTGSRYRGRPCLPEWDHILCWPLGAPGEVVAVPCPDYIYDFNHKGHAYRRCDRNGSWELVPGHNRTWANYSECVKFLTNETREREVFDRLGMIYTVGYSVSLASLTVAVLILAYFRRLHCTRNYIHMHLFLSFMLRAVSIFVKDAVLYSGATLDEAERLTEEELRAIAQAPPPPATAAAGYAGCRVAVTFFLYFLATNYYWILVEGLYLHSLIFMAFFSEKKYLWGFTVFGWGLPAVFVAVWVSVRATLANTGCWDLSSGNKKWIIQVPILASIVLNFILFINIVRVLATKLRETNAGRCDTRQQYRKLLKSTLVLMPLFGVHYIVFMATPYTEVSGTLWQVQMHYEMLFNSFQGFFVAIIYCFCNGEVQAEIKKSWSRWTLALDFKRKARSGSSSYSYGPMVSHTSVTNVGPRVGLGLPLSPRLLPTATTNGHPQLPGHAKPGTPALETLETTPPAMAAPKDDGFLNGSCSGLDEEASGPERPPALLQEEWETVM
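HEK-293-derived GP2 cells expressing PTHR1 and a GloSensor cAMP reporter, 3,000/well, plated overnight, given luciferin plus IBMX (each 0.5 mM as added) for 1 h at 37 °C, then compound for 1 h at 37 °C. Luminescence was read after 15 min at room temperature.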
TDP43 rescue – inhibitors of TDP-43 toxicity in yeast; 1.8% of 410,000 active; AID 652104; Potency, µM (titrated, usually from 46.1 µM), inactives show at the highest dose growth rescue (activation), most hits filed as activators; TDP-43 expressing yeast growth rescue, BacTiter-Glo, 24 h; further: potency means the concentration at half of the fitted maximal effect; % of control where 0% means no effect; nearly all actives have a fitted effect of over 50% in size
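Galactose-induced TDP-43 yeast, OD600=0.02, compound pinned; 24 hr, 30 deg C; BacTiter-Glo luminescence for growth. Inhibitors of TDP-43 toxicity read as activators.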
GLP1R ag – activates the human GLP-1 receptor; HEK293 GLP-1R CRE-luciferase, luminescence, 4-6 h; cells express a hypersensitive GLP-1R form; Potency, µM (series often up to 45.6 µM), inactives show top-dose activation, most hits filed as activators; 0.007% of 380,000 active; AID 624172; further: potency means the concentration at half of the fitted maximal effect; % of control where 0% means no effect
Numbers without * were called inactive; i = inactive; ? = inconclusive; / = not tested or not shown; [ ] = another dose, or the depositor's remark. Unless noted, the call rests on the fitted dose curve; in most records, active means well fitted curve in the direction sought with a large enough effect; inconclusive means small, poorly fitted or top-dose-only effect, or another doubt; inactive means no such curve, though single readings can be large; an effect the other way counts as inactive or inconclusive. Not all compounds are listed (hit frequency here may not be typical).

SMILES	Akt phos inh	aSyn rescue	FUS suppressor	GLP1R inv ag	Abeta yeast res	D3 antag	PTHR1 ag	TDP43 rescue	GLP1R ag
COc1cc(NC(=O)c2cccs2)c(C(=O)OCC(=O)NCc2ccco2)cc1OC	i	-5%	45%	-2%	-3%	0	-6%[57.5 µM]	-16%	10%
O=C(Cn1c2c(c(=O)n3ncnc13)CCC2)N/N=C/c1ccc(Cl)cc1	i	3%	-25%	-4%	13%	14	i	8%	2%
COc1ccc(C2CC(c3ccccc3)n3nnnc3N2)cc1 (stereo unspecified)	i	-1%	6%	9%	-2%	10	-31%[inhibitor]	-4%	-1%
CSc1nnc([C@H](C)NC(=O)OC(C)(C)C)o1	i	1%	1%	-1%	14%	11	i	?	9%
Cc1ccc(-c2onc3ccc(C4OCCO4)cc23)cc1	i	4%	19%	54%[activator]	-14%	15	-20%	0%	15%
COc1ccc(-c2cc(C(=O)N(C)Cc3ccccc3F)c3ccccc3n2)cc1OC	i	3%	44%	?	8%	34	-20%	?	7%
O=C(CNS(=O)(=O)c1ccc(F)cc1)N1CCN(c2ccc(F)cc2)CC1	i	1%	18%	-2%	-4%	22	i	-5%	-3%
Cc1cc(C)cc(NC(=O)c2cc(S(=O)(=O)N3CCC(C)CC3)cn2C)c1	/	/	36%	5%	-4%	/	-9%	8%	-2%
CCn1nnc2cc(C(=O)Nc3ccc(Br)cc3F)ccc21	/	/	-23%	10%	-30%[inhibitor]	/	-19%	3%	/
CCc1sc(-c2c(C#N)c(N)nc3c2CCCCCC3)cc1[N+](=O)[O-]	i	-6%	0%	?	-3%	16	i	-6%	1%
COCCN=C1NN=C(c2ccc(NC(C)=O)cc2)CS1	i	-6%	22%	-3%	-11%	-5	i	-12%	0%
CSc1ccccc1NC(=O)CN(C)C(=O)C(C)SCc1nc2sc(C)c(C)c2c(=O)[nH]1 (stereo unspecified)	i	1%	28%	11%	-1%	17	i	22%	6%
N#CCCN(C(=O)COC(=O)c1cc(=O)[nH]c2ccccc12)c1ccccc1	i	1%	13%	4%	-3%	3	i	-14%	3%
COc1ccccc1N1CCN(CCCCN2C(=O)C3CCCN3C2=O)CC1 (stereo unspecified)	i	0%	-10%	-2%	-18%	-87*	-12%	-7%	9%
Cn1c(=O)c(C(=O)N2CCc3ccccc32)cc2cccnc21	i	2%	-12%	2%	0%	17	i	4%	-10%

Filtered by structure: those above with an aryl thioether with sulfur outside any ring (2)
SMILES	Akt phos inh	aSyn rescue	FUS suppressor	GLP1R inv ag	Abeta yeast res	D3 antag	PTHR1 ag	TDP43 rescue	GLP1R ag
CSc1nnc([C@H](C)NC(=O)OC(C)(C)C)o1	i	1%	1%	-1%	14%	11	i	?	9%
CSc1ccccc1NC(=O)CN(C)C(=O)C(C)SCc1nc2sc(C)c(C)c2c(=O)[nH]1 (stereo unspecified)	i	1%	28%	11%	-1%	17	i	22%	6%

(more compounds)
SMILES	Akt phos inh	aSyn rescue	FUS suppressor	GLP1R inv ag	Abeta yeast res	D3 antag	PTHR1 ag	TDP43 rescue	GLP1R ag
N#Cc1ccc(COC(=O)CCc2c[nH]c3ccccc23)cc1	i	4%	8%	14%	28%	17	-1%	?	12%
CCOC(=O)c1c(C)[nH]c(C)c1C(=O)CSc1nnc(N)s1	i	-13%	6%	-3%	-3%	7	-1%	-7%	-3%
CN(Cc1nc2ccccc2c(=O)[nH]1)C(=O)c1ccc(S(=O)(=O)N2CCCC2)cc1	i	-2%	1%	4%	-13%	-14	-18%	13%	-4%
O=C(NC1CC1)C1=C[C@H](c2coc3ccccc3c2=O)C[C@H](OCCCCO)O1	i	2%	-8%	17%	1%	-13	-3%	12%	-7%
CC(C)(C)N1C(=O)c2ccccc2NC(=O)C1C(=O)Nc1ccc2c(c1)OCCO2 (stereo unspecified)	i	1%	0%	19%	-2%	20	i	4%	/
NC(=O)c1ccccc1NS(=O)(=O)Cc1ccccc1	i	-2%	13%	6%	7%	-7	-10%	-3%	-8%
CCC(=O)NC(=S)Nc1ccc(NC(=O)COc2ccc([N+](=O)[O-])cc2)cc1	i	-4%	-16%	1%	8%	-6	-41%[inhibitor]	19%	-3%
COC(=O)c1c(N)[nH]c(C(=O)c2ccccc2)c1-c1ccc(Br)cc1	i	-12%	2%	10%	1%	5	i	16%	6%
CN(C)/C=C(\C#N)C(=O)N/N=C/c1ccc(F)cc1	i	0%	-11%	24%	-10%	8	i	-8%	4%
NC1=NC(c2ccc(Cl)cc2)N(c2ccc(S(N)(=O)=O)cc2)C(N)=N1 (stereo unspecified)	i	4%	1%	2%	-1%	15	-19%	19%	-9%
Cc1ccc(-c2nsc(NC(=O)c3oc4cc(C)c(Cl)cc4c3C)n2)cc1	/	/	-11%	10%	-8%	/	i	-3%	/
C#CCOc1ccc(-c2nnc(Nc3ccc(NC(C)=O)cc3)c3ccccc23)cc1	/	/	9%	?	-6%	/	-14%	19%	/
COc1cc(C2CC(=O)c3c([nH]c(C(=O)OCCOC(C)C)c3C)C2)cc(OC)c1OC (stereo unspecified)	i	9%	38%	-35%	1%	32	-94%[inhibitor]	0%	-4%
Cc1ccc(OCC(=O)N(Cc2ccco2)c2c(N)n(Cc3ccccc3)c(=O)[nH]c2=O)cc1C	i	1%	13%	-17%	5%	-1	-25%	17%	-1%
CCS(=O)(=O)N1CCC(NC(=O)c2cc(OC)cc(OC)c2)CC1	i	1%	-14%	8%	23%	15	-2%[57.5 µM]	7%	0%

Structural class: the compounds so far containing a halogen (eight)
SMILES	Akt phos inh	aSyn rescue	FUS suppressor	GLP1R inv ag	Abeta yeast res	D3 antag	PTHR1 ag	TDP43 rescue	GLP1R ag
O=C(Cn1c2c(c(=O)n3ncnc13)CCC2)N/N=C/c1ccc(Cl)cc1	i	3%	-25%	-4%	13%	14	i	8%	2%
COc1ccc(-c2cc(C(=O)N(C)Cc3ccccc3F)c3ccccc3n2)cc1OC	i	3%	44%	?	8%	34	-20%	?	7%
O=C(CNS(=O)(=O)c1ccc(F)cc1)N1CCN(c2ccc(F)cc2)CC1	i	1%	18%	-2%	-4%	22	i	-5%	-3%
CCn1nnc2cc(C(=O)Nc3ccc(Br)cc3F)ccc21	/	/	-23%	10%	-30%[inhibitor]	/	-19%	3%	/
COC(=O)c1c(N)[nH]c(C(=O)c2ccccc2)c1-c1ccc(Br)cc1	i	-12%	2%	10%	1%	5	i	16%	6%
CN(C)/C=C(\C#N)C(=O)N/N=C/c1ccc(F)cc1	i	0%	-11%	24%	-10%	8	i	-8%	4%
NC1=NC(c2ccc(Cl)cc2)N(c2ccc(S(N)(=O)=O)cc2)C(N)=N1 (stereo unspecified)	i	4%	1%	2%	-1%	15	-19%	19%	-9%
Cc1ccc(-c2nsc(NC(=O)c3oc4cc(C)c(Cl)cc4c3C)n2)cc1	/	/	-11%	10%	-8%	/	i	-3%	/

More results:
SMILES	Akt phos inh	aSyn rescue	FUS suppressor	GLP1R inv ag	Abeta yeast res	D3 antag	PTHR1 ag	TDP43 rescue	GLP1R ag
COC(=O)[C@H]1C[C@H](OC(=O)NC2CCCC2)[C@@]2(O)CN(S(=O)(=O)c3ccc(C)cc3)CC2[C@H]1C(=O)OC (stereo partly specified)	i	6%	19%	20%	-1%	0	-5%	23%	4%
COc1ccc(C(C)C)cc1-c1ccc2nncn2c1	i	1%	-16%	16%	-14%	-20	i	19%	17%
CCOc1ccc(NCc2cc3c(C(C)(C)C)nn(-c4ccccc4)c3[nH]c2=O)cc1	i	-39%[inhibitor]	21%	-32%	-41%[inhibitor]	-13	-39%[inhibitor][57.5 µM]	1%	6%
COc1ccc(-c2nc(C=O)cs2)cc1	i	11%	-6%	22%	0%	1	-24%	-2%	13%
Cc1ccc(S(=O)(=O)N2CCOCC2)cc1C(=O)Nc1cccc(S(=O)(=O)N2CCCC2)c1	i	-9%	25%	?	-7%	0	-38%[inhibitor]	-4%	1%
COc1ccccc1CCNC(=O)C1CCC(=O)N(C2CCCCCC2)C1 (stereo unspecified)	i	4%	/	-12%	17%	3	-11%	8%	-7%
O=C(CN1CCN(c2cccc(Cl)c2)CC1)N1CCCC1	i	1%	19%	-4%	7%	15	i	5%	-10%
CS(=O)(=O)c1ccc(Cl)c(NC(=O)C2CC(=O)N(Cc3ccccc3)C2)c1 (stereo unspecified)	i	-10%	7%	-4%	-5%	8	-4%	-1%	-10%
c1ccc(-c2nnc(SCc3nc4ccccc4[nH]3)n2Cc2ccco2)cc1	i	1%	42%	0%	15%	4	16%[57.5 µM]	-7%	-5%
CC(=O)C(=Cc1ccc(C(=O)O)cc1)C(C)=O	i	5%	-8%	9%	0%	0	-4%	5%	1%
O=C(CSc1nc2c(sc3ccccc32)c(=O)n1CCCC(=O)NC1CCCC1)Nc1ccc(F)cc1	/	/	-6%	7%	-13%	/	-19%	6%	/
Cc1ccc(NC(=O)N2CCc3cc(S(=O)(=O)N4CCC(C)CC4)ccc32)cc1C	/	/	17%	12%	-23%	/	?	-4%	/
O=C(/C=C/c1ccccc1)NCCc1nc2ccccc2[nH]1	i	-2%	5%	7%	0%	0	-14%	-18%	13%
O=C(CN1CCN(Cc2ccccc2)CC1)Nc1nc2ccccc2s1	i	1%	-4%	?	0%	-20	-5%	-4%	7%
